Autophagy mod: modulators of autophagy. calls only at 10 µM (by protocol). AID 463193. actives 0.98% (n = 190,000). MEF GFP-LC3 puncta imaging; test concentration mostly 10 µM;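 active means percentage of spot-positive cells more than 3 SD above its plate mean, without a fluorescence outlier flag or 80% toxicity; inconclusive means no clear call, values can overlap the other calls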;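 further: spot-positive cell cutoff set from DMSO-treated cells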
b-catenin transl: alters nuclear translocation of beta-catenin in HeLa cells. immunofluorescence imaging. nuclear translocation activity, % at 5 µM. actives 0.3% (n = 190,000). AID 1665;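 active means nuclear translocation activity above 50% at 5 µM, with a well cell count of 50 or more; inconclusive means wells under 50 cells across six images, flagged as toxic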;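 further: per-cell ratio of nuclear to cytoplasmic median beta-catenin stain intensity; plate controls were DMSO negative control for no effect and GSK-3 inhibitor IX positive control for full effect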
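Assay system: human HeLa cells, native beta-catenin; doses: 5 µM primary, 0.02–20 µM confirmation; incubation: compound treatment 24 h, 37°C, 5% CO2; technique: fluorescence imaging of beta-catenin antibody stain plus DAPI; measure: % activation, nuclear-to-cytoplasmic median beta-catenin signal ratio per cell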
AID2073: disruptors of CaV2.2 binding to Mint1 – biochemical, HTRF (AID 2073). HTRF protein-protein interaction, Mint1-CaV2.2; higher % means a stronger effect. inhibition, % at 20 µM; hits with a dose series show IC50 in µM. actives 0.19% (n = 290,000); in the data active means inhibition mostly above about 51%, no sharp cut-off; inconclusive means no clear call, values can overlap the other calls; inactive means mostly below about 53%; further: some results filed as inactive read as strong as hits
Yfh1-off respiration: enhancers of respiration in Yfh1-depleted yeast, dose response, Friedreich's ataxia, plus single-dose screen (AID 1465); S. cerevisiae Yfh1-off respiration, WST-1 reduction, 72 h; higher fold induction means a stronger effect; one-dose fold induction at 50 µM; EC50 in µM for titrated hits; actives 0.074% (n = 220,000);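 active means fold induction of absorbance versus untreated yeast above a set limit, then at least 30% activation at any dose in follow-up; inconclusive means repeats straddling the limit, or above it without dose testing; inactive means fold induction below the set limit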;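 further: activators that raise dye reduction in frataxin-depleted yeast; strong numbers were not always called active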
Dynein transport: dynein cargo transport inhibition; z-score, hits read low; actives 0.47% (n = 220,000); 3617.4 mouse cells, GR-EGFP nuclear translocation imaging; test concentration mostly 20 µM; stimulated with dexamethasone, 1 µM; hits give low values; AID 1381;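 active means plate z-score of nuclear minus cytoplasmic receptor signal below a set negative limit, without overly bright fluorescence or cell loss, cut at about -3.5 in these data, passing the limit was not always enough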;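 further: z-score of nuclear minus cytoplasmic ring GR-EGFP intensity difference per well; some compounds called inactive have numbers as strong as hits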
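Buffer or medium: tetracycline-free induction medium containing charcoal-stripped FBS / Reagent: dexamethasone agonist, 1.0 µM final, for 30 min / Technique: automated 10x imaging of fixed Hoechst-stained cells / Times: induction 48 h, compound 1 h, agonist 30 min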
HIV peptide binding: inhibitors of HIV fusion peptide binding, primary screen, biochemical, uHTS, fluorescence dequenching (AID 1986); cell-free peptide binding, fluorescence dequenching, 30 min; higher % means a stronger effect; inhibition, % at 20 µM; hits with a dose series show IC50 in µM; actives 0.3% (n = 290,000); in the data active means inhibition mostly above about 52%, no sharp cut-off; inactive means mostly below about 76%; further: some results filed as inactive read as strong as hits
WT yeast gro inh: growth inhibition of WT yeast, mitochondrial fusion screen | AID 1362 | inhibition, % at 10 µM | mitochondrial fusion phenotypic screen, WT strain | actives 2.1% (n = 190,000); in the data active means inhibition above about 58%; tested in S. cerevisiae
Ins promoter up: MIN6 insulin promoter up-regulation; actives 0.3% (n = 190,000); MIN6 insulin promoter-GFP reporter, high-content imaging; hits give high values; z-score at 5 µM;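 active means z-score above 3 at 5 µM with at least 500 cells counted in the well; inconclusive means wells under 500 cells, flagged as cytotoxic or low count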
MT stabilizer: microtubule stabilization, imaging screen; AID 2205; actives 0.83% (n = 200,000); HeLa tubulin immunostaining HCS, 24 h; share of cells brighter than vehicle mean+2SD; % tubulin-high responders, % at 10 µM;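 active means plate Z-score above 3 for both tubulin-high and condensed-nucleus cell shares, with cell loss under 80%, at 10 µM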;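 further: anti alpha tubulin signal scored within the nucleus-defined area of each cell; some results filed as inactive read as strong as hits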
WT yeast gro inh mutant strain: recorded beside WT yeast gro inh, whose call it bears; inhibition, %; mitochondrial fusion phenotypic screen, mutant strain inhibition
Dynein transport cytoplasmic EGFP: also measured in Dynein transport; calls as there; z-score; measured here: cytoplasmic GR-EGFP intensity; hits give high values
Dynein transport nuclear GR-EGFP: second read-out of Dynein transport, no call of its own (marks repeat the call); z-score; measured here: nuclear GR-EGFP intensity;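 lower value marks the stronger effect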
Dynein transport cell count: second read-out of Dynein transport, no call of its own (marks repeat the call); z-score; measured here: cell count per field
Ins promoter up cell count: recorded beside Ins promoter up, whose call it bears; cell count; measured here: cytotoxicity, nuclei count;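 total cells summed across four imaged fields per well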
b-catenin transl cell count 5 µM: further read-out of b-catenin transl, marked with its call; cell count; measured here: cell count, cytotoxicity flag
MT stabilizer Hoechst-high %: recorded beside MT stabilizer, whose call it bears; % Hoechst-high responders; measured here: nuclear condensation Hoechst responders;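 share of cells brighter than vehicle mean plus two SD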
MT stabilizer cytotoxicity %: also measured in MT stabilizer; calls as there; toxicity, %; measured here: cytotoxicity by cell density;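 0% = mean cell density of plate MIN control wells and 100% = no cells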
Autophagy mod cell loss 18 h: recorded beside Autophagy mod, whose call it bears; toxicity, %; measured here: cell loss, nuclei count;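 cell loss after 18 h compound exposure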
The depositor's hits bear a star; i = inactive; ? = inconclusive; / = not tested or not shown.

SMILES | Autophagy mod | Autophagy mod cell loss 18 h | b-catenin transl | b-catenin transl cell count 5 µM | AID2073 | Yfh1-off respiration | Dynein transport | Dynein transport cytoplasmic EGFP | Dynein transport nuclear GR-EGFP | Dynein transport cell count | HIV peptide binding | WT yeast gro inh | WT yeast gro inh mutant strain | Ins promoter up | Ins promoter up cell count | MT stabilizer | MT stabilizer Hoechst-high % | MT stabilizer cytotoxicity %
CCCN(CCC)CCCNC(=O)c1ccc2c(c1)N(CC)C(=O)c1ccccc1S2=O (stereo not drawn) | i | 13 | -2.1 | 1472 | -6% | i | 0.74 | -0.26 | 0.74 | -1.3 | -2.6% | 3 | 23 | 0.22 | 1422 | 4.6 | 3.3 | 4.6
COc1ccc(C(=O)O/N=C(/C)c2cccs2)cc1 | i | -5 | -6.4 | 1209 | 0% | i | -0.42 | -0.28 | 0.16 | 1.1 | 1.2% | 10 | -5 | 0.24 | 972 | 1.4 | 1.2 | 7.6
O=[N+]([O-])c1ccc(C2CCCC/C2=N/OCc2ccccc2F)c([N+](=O)[O-])c1 (stereo not drawn) | i | -33 | / | / | 12% | i | -0.26 | -0.22 | -0.71 | 0.077 | -1.4% | 26 | 2 | / | / | 4.0 | 2.0 | 9.9
COc1cc2c(cc1OC)C(C(=O)N1CCCC1)C(c1ccccc1F)N(C)C2=O (stereo not drawn) | i | 18 | -3.0 | 1100 | 12% | i | -0.86 | -0.25 | 0.35 | -0.048 | -0.9% | 14 | 4 | 1.1 | 1694 | 2.8 | 2.4 | 4.7
Cc1ccc(NC(=O)N2CCC(NC(=O)c3ccccc3C)CC2)cc1 | i | 43 | -2.2 | 994 | 41% | i | -0.041 | -0.19 | 0.26 | 0.018 | 1.1% | 0 | 7 | 0.01 | 1222 | 1.8 | 2.2 | 14
Cc1cccc(CCN(CC(=O)NC(C)(C)C)C(=O)c2csnn2)c1 | i | -6 | -0.2 | 1534 | 5% | i | -0.91 | -0.33 | -0.17 | 0.85 | -1.1% | 2 | -11 | / | / | / | / | /
O=c1c2c3c(sc2nc(NCCO)n1Cc1ccco1)CCCCC3 | i | 19 | 2.1 | 1099 | -10% | i | -0.95 | -0.25 | -0.28 | 0.89 | -2.8% | 22 | 13 | -0.72 | 1433 | 6.0 | 2.9 | 3.2
Cc1ccc(N(C(=O)CCC(=O)Nc2cc(C)on2)C(C(=O)NC2CCCC2)c2ccncc2)cc1 (stereo not drawn) | i | -3 | -4.6 | 879 | -2% | / | -0.88 | -0.18 | -0.066 | 0.65 | 0.3% | 22 | 8 | -0.41 | 963 | 4.5 | 2.2 | 0.1
CCn1c(SCC(=O)c2ccc(OC)cc2)nnc1C1CC1 | i | -8 | -3.2 | 1363 | -18% | i | 0.55 | -0.079 | 0.58 | -0.29 | 0.6% | -13 | 5 | -0.87 | 1591 | 3.1 | 1.7 | 6.5
CCOC(=O)C1CCN(C(=O)Cn2cc(C#N)c3ccccc32)CC1 | i | -10 | / | / | -6% | / | -0.23 | -0.15 | -0.081 | 0.16 | 1.0% | 3 | 1 | -0.04 | 1222 | 2.2 | 2.1 | 7.6
COCCn1c(NCc2ccco2)nc2c1c(=O)[nH]c(=O)n2C | i | 12 | 0.3 | 968 | -7% | i | 0.86 | -0.057 | 0.71 | -1.6 | -0.7% | -8 | -4 | 0.62 | 1584 | 2.4 | 2.1 | 4.6
Cc1cccc(Nc2c([N+](=O)[O-])cc(C(=O)N3CC(=O)Nc4ccccc43)cc2[N+](=O)[O-])c1 | i | 4 | -2.2 | 996 | 14% | i | -0.72 | -0.32 | -0.55 | -0.039 | -4.2% | -17 | -6 | -0.18 | 1579 | 4.3 | 1.3 | 10
CCOC(=O)/C=c1\s/c(=C\c2c(OC)ccc3ccccc23)c(=O)n1CC(=O)NCC1CCCO1 (stereo not drawn) | i | 47 | 190* | 400* | 3% | i | -0.8 | -0.18 | -0.092 | 1.8 | 5.4% | 1 | 3 | -0.32 | 748 | 14 | 56 | 30
Cc1cc(C)c2cc(C(c3nnnn3C3CCCC3)N3CCOCC3)c(=O)[nH]c2c1 (stereo not drawn) | i | -3 | 7.6 | 876 | -19% | i | -1.2 | -0.15 | -0.34 | 4.4 | 3.4% | 14 | -5 | 0.64 | 828 | 3.2 | 2.9 | 19
CC(=O)Nc1cc(C(=O)N2CCN(C)CC2)ccc1Sc1ccc(C)cc1 | i | -7 | / | / | 0% | i | -0.3 | -0.24 | -0.071 | 0.66 | -3.2% | 4 | 17 | -0.21 | 960 | 3.6 | 1.2 | 4.5
COc1cccc2cc(S(=O)(=O)c3ccccc3)c(=Nc3ccc4c(c3)OCCO4)oc12 | i | 6 | / | / | 9% | i | -0.35 | -0.056 | 0.47 | -0.56 | 1.6% | 0 | -13 | 0.53 | 1313 | 2.2 | 2.2 | 8.3
COc1ccc(OCC(O)CNC(=O)/C=C/c2cccc([N+](=O)[O-])c2)cc1 (stereo not drawn) | i | -1 | -7.0 | 1118 | 1% | i | -0.69 | -0.3 | -0.3 | 0.45 | -0.4% | -10 | -15 | 0.13 | 1621 | 7.0 | 1.7 | 7.3
COc1ccc(N2Cc3cccc(C(=O)N4CCN(C(=O)c5ccco5)CC4)c3C2=O)cc1 | i | 12 | -1.6 | 1178 | 36% | i | -0.041 | -0.26 | -0.011 | 0.32 | 0.6% | 6 | -2 | -0.76 | 836 | 4.5 | 2.9 | 4.3
COc1ccc(N2CC(C(=O)Nc3ccc(S(=O)(=O)Nc4nc(C)cc(C)n4)cc3)CC2=O)cc1 (stereo not drawn) | i | 0 | -0.7 | 738 | -1% | i | -0.39 | -0.18 | -0.34 | -0.11 | 1.7% | 12 | 6 | 0.73 | 1140 | 1.5 | 1.5 | 1.9
Cn1nnnc1SCC(=O)N1CCN(C(=O)c2ccco2)CC1 | i | 4 | 1.2 | 982 | -9% | i | -1 | -0.26 | -0.74 | 1.1 | -1.2% | 2 | -18 | 0.63 | 885 | 2.0 | 1.6 | 0.4
O=C(Nc1ccc2oc(-c3cccnc3)nc2c1)c1ccco1 | i | -10 | -0.7 | 1378 | 46% | i | 0.016 | -0.31 | -0.64 | 0.37 | 5.5% | 17 | 24 | 0.06 | 1525 | 3.1 | 1.4 | 3.9
CNc1nc(OCC(F)(F)F)nc(N2CCOCC2)n1 | i | -8 | 0.8 | 1197 | -4% | i | 0.19 | -0.23 | 0.37 | -0.46 | -1.2% | -1 | 13 | 0.85 | 1357 | 1.5 | 1.4 | 2.4
COc1ccc(NC(=O)CSc2ccccn2)c([N+](=O)[O-])c1 | / | / | 0.0 | 1292 | 6% | i | 0.28 | -0.19 | 0.82 | -0.85 | -0.7% | / | / | 0.3 | 1065 | / | / | /
CCn1c(C)nc2cc(C(=O)N/N=C/c3ccccc3C)ccc21 | i | -8 | 0.4 | 1084 | -6% | i | -0.084 | -0.38 | -0.36 | 1.2 | -1.3% | -14 | -7 | -0.28 | 1164 | 2.7 | 2.0 | 8.2
COC(=O)c1cc(C(=O)Nc2ccc(Cl)cn2)cc([N+](=O)[O-])c1 | i | -4 | 2.1 | 855 | 5% | i | -0.13 | -0.31 | 0.039 | 0.53 | 0.8% | 11 | 8 | -0.8 | 1173 | 2.5 | 1.0 | 5.1
FC(F)Oc1ccc(-c2c[n+]3c(n2-c2ccccc2)CCCCC3)cc1 | / | / | 0.2 | 1326 | 24% | i | 0.37 | -0.15 | 0.51 | 0.38 | 1.6% | / | / | ? | / | / | / | /
O=C(c1ccccc1)N1CCN(C(=O)c2ccccc2Br)CC1 | i | 55 | 0.9 | 824 | 2% | i | 1.7 | -0.078 | 1.1 | -1.3 | -2.1% | -19 | 0 | -0.26 | 1531 | 6.2 | 3.2 | 14
O=C(NCc1ccccn1)c1cc(Br)ccc1Cl | i | -5 | -3.2 | 950 | 8% | i | 1.6 | 0.0056 | 1.2 | -0.34 | 0.2% | -4 | -6 | 1.7 | 1546 | 4.5 | 2.1 | 6.0
CCOC(=O)c1ccc(NC(=O)Cn2nnc3ccccc32)cc1 | i | 9 | -8.8 | 984 | 0% | i | 0.8 | -0.22 | 0.26 | -0.2 | 0.0% | -12 | 9 | 0.04 | 1611 | 3.4 | 2.1 | 7.2

A few values from the results shown:
HIV peptide binding with COc1ccc(NC(=O)CSc2ccccn2)c([N+](=O)[O-])c1 : -0.7%
AID2073 with O=C(c1ccccc1)N1CCN(C(=O)c2ccccc2Br)CC1 : 2%
MT stabilizer cytotoxicity % with CCn1c(C)nc2cc(C(=O)N/N=C/c3ccccc3C)ccc21 : 8.2

Screens: PubChem, several laboratories
